HTR2A ag = activates the mouse 5-HT2A serotonin receptor | P35363 | CHO-K1 mHTR2A beta-arrestin complementation, luminescence; percent of 30 µM serotonin response | activation, % at 7.6 µM | 360,000 tested, 0.66% active;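 active = activation above a run cutoff, the mean activation of all tested compounds plus 3 SD, cut at about 14% in these data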;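 also: 0% = plate median of compound wells and 100% = 30 µM serotonin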
MC4R ag barr = activates human MC4R beta-arrestin recruitment; P32245; U2OS MC4R beta-arrestin complementation, luminescence; percent of melanotan II response, DMSO zero; activation, % at 8.9 µM; 360,000 tested, 0.98% active;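 active = activation above a per-plate cutoff, the mean activation of sample wells on that plate plus 3 SD, cut at about 8% in these data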
ABHD5 PLIN5 PPI = blocks binding of human ABHD5 to perilipin-5 | Q00G26+Q8WTS1 | Split G. princeps luciferase complementation, luminescence, 4 h | inhibition, % at 4 µM | 360,000 tested, 0.78% active | AID 602281;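 active = inhibition above the mean inhibition across every tested compound plus 3 SD, cut at about 22% in these data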;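 also: 0% = DMSO only wells and the 100% control is not disclosed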
Target sequence (Q00G26 whole entry, looked up): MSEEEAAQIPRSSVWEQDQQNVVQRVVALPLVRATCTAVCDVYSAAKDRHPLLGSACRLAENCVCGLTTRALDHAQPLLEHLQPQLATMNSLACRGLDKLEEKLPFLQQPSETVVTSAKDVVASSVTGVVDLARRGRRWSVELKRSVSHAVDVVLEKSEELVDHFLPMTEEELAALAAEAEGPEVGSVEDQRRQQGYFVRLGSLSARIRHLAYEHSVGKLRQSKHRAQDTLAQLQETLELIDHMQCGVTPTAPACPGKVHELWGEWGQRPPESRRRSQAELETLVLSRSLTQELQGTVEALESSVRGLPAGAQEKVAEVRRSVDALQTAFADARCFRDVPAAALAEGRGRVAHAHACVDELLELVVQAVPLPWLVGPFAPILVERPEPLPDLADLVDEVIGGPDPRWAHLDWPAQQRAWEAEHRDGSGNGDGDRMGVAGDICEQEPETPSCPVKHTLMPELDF
Target sequence (Q8WTS1 whole entry, looked up): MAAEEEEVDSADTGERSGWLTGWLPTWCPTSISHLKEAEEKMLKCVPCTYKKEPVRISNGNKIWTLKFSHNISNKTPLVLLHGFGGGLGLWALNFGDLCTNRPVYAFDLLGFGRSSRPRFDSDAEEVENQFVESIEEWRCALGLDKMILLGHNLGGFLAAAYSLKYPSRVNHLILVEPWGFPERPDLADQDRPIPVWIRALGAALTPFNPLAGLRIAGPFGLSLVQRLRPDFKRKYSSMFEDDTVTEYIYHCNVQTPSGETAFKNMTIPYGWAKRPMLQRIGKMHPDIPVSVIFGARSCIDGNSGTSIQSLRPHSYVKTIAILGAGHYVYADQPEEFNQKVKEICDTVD
NOD2 RIPK2 PPI = blocks binding of human NOD2 to RIPK2 | O43353 | CHO BLA complementation NOD2-RIPK2, CCF4 ratio | inhibition, % at 4.98 µM | 360,000 tested, 0.38% active; in the data active = inhibition above about 21%;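 also: 0% = vehicle only and 100% = reference blocker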
NCOA2 inhibitor = inhibits human steroid receptor coactivator 2; inhibition, % at 9 µM; Q15596; AID 651957; 370,000 tested, 0.17% active; HEK293 GAL4-SRC2 luciferase reporter, luminescence;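 active = inhibition above the mean inhibition of all tested compounds plus 3 SD, set per campaign, cut at about 52% in these data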;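 also: 0% = DMSO treated cells and 100% = cells given Gossypol at 36 µM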
ABCB6 inh MLPCN = inhibitors of human ABC transporter ABCB6; AID 602162; fluorescence ratio to DMSO, % at 10 µM; 360,000 tested, 0.19% active; Q9NP58; K562-ABCB6 porphyrin accumulation, flow cytometry, 1 h; stronger effect = lower value;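 active = fluorescence ratio to DMSO below 75%, the collection mean minus 3 SD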;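 also: signal is porphyrin accumulated inside mitochondria; 100% equals median channel fluorescence of DMSO control wells; lower ratio means ABCB6 inhibition with less porphyrin fluorescence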
Glyco luc inh = N-linked glycosylation inhibition. D54 ERlucT glycosylation luciferase reporter, 24 h; percent of 100 nM tunicamycin response. reporter increase, % at 12.5 µM. 360,000 tested, 0.23% active;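 active = mean luciferase reporter signal, scaled so untreated is 0 and the glycosylation-blocking control 100, at or above a set limit in every replicate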;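 also: luciferase carries N-glycosylation sites so blocking glycosylation raises the light; 0% = median of neutral control wells and 100% = median of 100 nM tunicamycin wells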
TLR9-MyD88 block = TLR9-MyD88 interaction inhibition. 340,000 tested, 0.21% active. AID 504734. CHO BLA complementation TLR9-MyD88, CCF4 FRET ratio. inhibition, % at 4.98 µM. Q9NR96+Q99836;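 active = inhibition above the mean over all tested compounds plus 3 SD, cut at about 21% in these data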;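 also: 0% = DMSO only wells and 100% = clavulanate BLA inhibitor control wells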
H9c2 protect = myocardial damage modulation in H9c2 cells; H9c2 cardiomyocytes, H2O2 injury protection, ATPLite, 2 h; 360,000 tested, 0.63% active; protection from H2O2 cell death, % at 20 µM;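 active = compounds giving at least 50% protection of heart cells from peroxide-induced death in the single-dose screen, raw or plate-pattern-corrected value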;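 also: 0% = DMSO wells with peroxide and 100% = DMSO wells without peroxide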
MC4R antagonist = blocks human MC4R cAMP signaling. P32245. MC4R-expressing cells, MTII-stimulated cAMP, LANCE TR-FRET. inhibition, % at 6.5 µM. 360,000 tested, 0.48% active. AID 540295;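 active = inhibition above its plate's cutoff, the mean of tested wells on that plate plus 3 SD, cut at about 29% in these data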;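 also: 0% = Melanotan II alone and 100% = Melanotan II plus saturating MCL0020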
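Test system: U2OS cells stably expressing human melanocortin 4 receptor (MC4R); also added: Melanotan II challenge; compound: 6.5 µM single dose; timing: 30-min compound preincubation, 1-h Melanotan II challenge, 1-h detection, room temperature; signal: Eu-cAMP/anti-cAMP TR-FRET, emission 671 nm; repeats: one well per compound, no replicates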
An asterisk follows results filed as active; nt = not tested or not shown. These rows are one share of the data. The share of hits here may be higher or lower than overall.

SMILES	HTR2A ag	MC4R ag barr	ABHD5 PLIN5 PPI	NOD2 RIPK2 PPI	NCOA2 inhibitor	ABCB6 inh MLPCN	Glyco luc inh	TLR9-MyD88 block	H9c2 protect	MC4R antagonist
CC(=O)O[C@H](COc1c2ccoc2cc2oc(=O)ccc12)C(C)(C)O	-2	4.1	9	-5	-22	101	5	-5	2	8
Cc1ccc(S(=O)(=O)N2CCN(Cc3nc4ccccc4n3C)CC2)cc1	-3	-1.1	0	6	-14	89	0	10	-6	-3
CN(C(=O)c1ccc(N2CCOCC2)c([N+](=O)[O-])c1)C1CCCCC1	7	0.1	-5	-3	-30	99	0	1	2	8
CS(=O)(=O)NN1C(=O)c2ccccc2NC12CCCC2	0	1.6	1	-15	11	94	2	2	5	24
Cc1cc(C)c(C)c(OCC(=O)NCC2CCCO2)c1 (centres undefined)	0	-2.9	-2	-7	-9	83	-1	-4	3	-1
NC(=O)CSc1nc2sc3c(c2c2ncnn12)CCCC3	1	-0.8	1	-7	-19	89	1	-15	1	-9
Cc1ccc(C)c(S(=O)(=O)NCc2ccc(C(=O)N3CCOCC3)cc2)c1	1	-0.1	5	-16	-1	98	1	-2	-2	1
C=C(C)CN1C(=O)c2ccccc2C1=O	4	1.6	8	-10	14	99	-1	6	12	-3
CCCN1CCN(CC(=O)Nc2nncs2)CC1	1	-2.4	5	-5	-45	99	-2	7	5	1
Cc1ccc2nc(N(CCCN(C)C)C(=O)CS(=O)(=O)c3ccccc3)sc2c1	-9	-3.4	-3	7	-17	104	0	4	3	-5
C/C=C/c1ccc(OCCCCN2C(=O)NC(C)(C)C2=O)c(OC)c1	2	0.7	-19	-5	-7	100	0	-5	0	7
COc1cc(/C=N\NC(=O)c2ccc(-c3ccccc3)cc2)ccc1OCC(N)=O	-3	26*	0	3	-40	101	3	-13	-14	3
COC(=O)C1=C(C)NC(=O)C1(NS(=O)(=O)c1ccc(NC(C)=O)cc1)C(F)(F)F (centres undefined)	2	-2.7	-2	-6	-13	106	3	10	9	2
N=c1c2c(-c3ccccc3)c(-c3ccccc3)n(Cc3ccco3)c2ncn1Cc1ccccc1	-2	-2.6	5	-3	-32	93	0	-7	-8	-3
CCOC(=O)N1CC(=O)Nc2ccc(Br)cc2C1c1ccccc1 (centres undefined)	6	1.8	7	-7	-18	87	1	-2	-3	5
COc1ccc(N2CCN(S(=O)(=O)c3ccc4c(c3)CCCC4)CC2)c([N+](=O)[O-])c1	-2	-0.7	-1	-1	6	93	-6	-1	-20	-3
COc1cc(/C=N/NC(=O)/C(=C/c2ccccc2)CCO)ccc1O	-2	-2.3	2	-2	-22	93	2	-1	-2	-1
Cc1ccc(C)c(Nc2nc(-c3ccncc3)nc3ccccc23)c1	-1	3.1	3	-2	-1	92	-5	-9	0	-7
Cc1ccc(NC(=O)OCc2ccccc2S(C)=O)cc1 (centres undefined)	3	-1.0	-1	-5	-1	98	1	-4	-3	8
CCOc1ccc(NC(=O)CCCCn2c(=O)[nH]c3ccsc3c2=O)cc1	-2	-0.5	2	4	-2	97	2	-4	6	3
COc1ccc(CNC(=O)c2noc(C)c2[N+](=O)[O-])cc1	1	2.7	3	-5	-14	93	2	-2	9	24
Cc1ccc(NC(=O)Cc2noc3ccccc23)nc1	-5	-0.3	-6	5	-17	95	0	-2	2	7
O=C(O)c1cccc(Nc2nc(-c3ccccc3)nc3ccccc23)c1	4	-0.3	2	-5	5	103	1	-4	3	14
Cc1cc(Br)ccc1OCCOCCN1CCCC1	-5	-0.1	5	5	15	97	-5	9	-1	2
COc1cc2c(cc1OC)n(CC(=O)NC1CCCCCC1)n1c(C)cc(=O)nc21	5	-1.2	0	-7	0	97	4	-1	2	9

Further compounds follow:
SMILES	HTR2A ag	MC4R ag barr	ABHD5 PLIN5 PPI	NOD2 RIPK2 PPI	NCOA2 inhibitor	ABCB6 inh MLPCN	Glyco luc inh	TLR9-MyD88 block	H9c2 protect	MC4R antagonist
COc1ncccc1-c1nnn(-c2ccccc2Br)n1	-5	-0.9	-1	-12	-19	97	4	-5	0	-1
CN(CCCNC(=O)CCc1cn(C)c2ccccc12)C1CCCCC1	-3	-0.8	6	-6	-14	95	-1	-1	9	19
Cn1c(SCC(=O)Nc2sc3c(c2C#N)CCC3)nnc1C1COc2ccccc2O1 (centres undefined)	2	1.9	-5	-3	1	95	0	5	-2	9
C=CCn1c(SCC(=O)Nc2cc(OC)c(NC(=O)c3ccco3)cc2OC)nnc1-c1ccncc1	-4	-1.8	-1	-18	-20	104	3	-4	21	-2
CCOC(=O)c1c(O)c(O)c(C(=O)OCC)n1-c1ccccc1	-4	-2.4	-3	3	-21	100	1	3	6	1
NC(=O)c1ccc(-c2ccc(N3C(c4ccsc4)=Cc4ccc(F)cc4C3CC(=O)c3ccco3)cc2)cc1 (centres undefined)	1	nt	16	4	-3	101	nt	nt	nt	nt
CC(C)(C)c1ccc(OCCC(=O)OCC(=O)Nc2cccnc2Cl)cc1	3	0.0	-3	-4	2	92	-2	-8	-8	14
CCCCOC(=O)c1nnc(-c2ccccc2)o1	6	0.7	-1	5	6	96	4	-8	5	1
O=C(Nc1nccs1)c1nc[nH]c1C(=O)N1CCN(c2ccccc2)CC1	-4	-0.7	4	-5	-16	96	1	6	11	11
COC(=O)C1=C(O)/C(=C/c2ccc(OCC(=O)Nc3ccccc3)cc2)N=C1C	-7	-3.0	-2	-6	-10	86	0	-1	35	-9
CCOC(=O)NC1(C(F)(F)F)C(=O)NC(C)=C1C#N (centres undefined)	1	-1.7	6	-1	-18	93	0	7	0	4
COc1cc(NS(=O)(=O)c2ccc(NC(=S)NC(=O)CC(C)C)cc2)nc(OC)n1	1	-1.6	1	3	-7	98	0	-1	6	-1
S=C1SCN(Cc2ccccn2)CN1Cc1ccco1	0	-0.7	4	2	-12	96	0	0	2	-4
CCCCN1C(=O)N(C)C2NC(=O)NC21 (centres undefined)	-1	-2.5	-2	2	-22	114	1	-2	14	0
CC(=O)Nc1ccc(C(=O)N/N=C/c2cc(Br)cc(Br)c2O)cc1	1	-1.0	2	-2	11	100	3	9	32	8
C[C@H](NC(=O)c1nc[nH]c1C(=O)N1CCN(c2ccccc2)CC1)c1ccccc1	-7	0.0	-6	-2	0	95	4	3	6	1
CCc1c(C(=O)NNC(=S)NCC2CCCO2)csc1C (centres undefined)	-4	-1.6	-4	0	4	97	2	4	1	1
COc1ccc(N2CCN(c3ncnc4scc(-c5ccc(F)cc5)c34)CC2)cc1	0	1.5	0	-17	26	103	-6	-12	-10	2
C/C(=N\O)C(=O)NCc1ccccn1	-2	-1.9	-2	-3	2	96	-1	-7	0	10
CCCOc1ccc(C(=O)N2CCN(c3ccc(N)cc3Cl)CC2)cc1	-5	1.1	1	10	13	93	0	-2	7	11
O=C(CC1NC(=O)NC1=O)Nc1cccc2ccccc12 (centres undefined)	0	1.9	4	-15	4	99	0	8	-4	1
CCOC(=O)C1(Cc2cccc(OC)c2)CCN(C/C=C/c2ccccc2)CC1	-6	12*	1	-7	24	90	-5	-1	-8	-2
CC12CCC(O)CC1=CCC1C2CCC2(C)c3[nH]ncc3CC12 (centres undefined)	13	-0.6	7	-15	-4	99	2	-6	-1	10
CNS(=O)(=O)c1cccc(C(=O)OCC(=O)c2cc3ccccc3o2)c1	-7	-2.6	0	10	11	82	2	-8	-10	9
CN(CCC#N)C(=O)COc1ccc(Br)cc1Cl	-3	-4.8	3	-6	-6	99	0	7	1	1

(continued)
SMILES	HTR2A ag	MC4R ag barr	ABHD5 PLIN5 PPI	NOD2 RIPK2 PPI	NCOA2 inhibitor	ABCB6 inh MLPCN	Glyco luc inh	TLR9-MyD88 block	H9c2 protect	MC4R antagonist
NC1=NN=C(N2N=C(c3ccc(Br)cc3)CC2(O)C(F)(F)F)n2ncnc2C1 (centres undefined)	-2	-3.3	-4	3	-8	100	4	4	-2	-8
CS(=O)(=O)N1CCC(C(=O)Nc2ccc(Cl)cc2Cl)CC1	1	1.4	4	-4	3	99	-1	1	0	7
CN(C)C(=O)c1ccc(NC(=O)c2sccc2-c2ccccc2)cc1	-6	-2.0	-6	-10	-8	101	0	-4	1	19
CS(=O)(=O)Nc1ccc(-c2cc(/C=C3\SC(N)=NC3=O)c[nH]c2=O)cc1	6	1.7	0	-11	-4	96	2	0	3	-15
COc1ccc(OCc2cc(C(=O)NCC3CCCCO3)no2)c(Cl)c1 (centres undefined)	-3	3.1	8	-3	-13	95	1	3	-3	4
C/C=C/c1ccc(OCCNCc2ccccc2)c(OC)c1	-2	0.6	5	-6	-4	95	-1	1	4	-2
Cc1ccc(S(=O)(=O)N2C(=O)C(C)SC2=Nc2ccccc2)cc1 (centres undefined)	-5	-2.8	-7	41*	-16	98	2	2	2	-3
CCOc1cc(-c2nc(C)c(C(C)=O)n2O)ccc1OCC(=O)Nc1ccccc1	-1	-1.9	0	-13	-15	101	2	-4	5	12
NNC(=O)CSc1ncc(-c2ccccc2)[nH]1	-1	2.3	-5	5	-12	97	0	1	-4	5
CC(=O)SCCC(=O)N1C(C)CCCC1C(=O)O (centres undefined)	-3	1.9	7	-78	-38	96	2	-4	4	0
NC(Cc1ccc(C(F)(F)F)cc1)c1csc(NC(=O)Nc2ccccc2Cc2ccccc2)n1 (centres undefined)	10	6.9	-12	-4	-13	103	-14	nt	-12	21
CN1CCN(c2nc(-c3ccc(C(C)(C)C)cc3)nc3ccccc23)CC1	-6	-0.2	5	-9	-34	91	-20	1	-17	-7
O=C(OCc1cn([C@H]2C[C@H](c3ccc(Cl)cc3)N(C(=O)c3cccs3)C[C@@H]2O)nn1)c1ccccc1	-3	-0.8	-3	5	13	100	-1	-4	-4	-2
CC1CCCC(C)N1C(=O)Cn1nnc(-c2ccccc2)n1 (centres undefined)	8	-0.5	-3	1	-32	96	-3	12	-1	2
Fc1ccc(CN2CCSCC2)cc1Br	3	1.5	4	-3	-1	100	1	-1	-2	10
Cn1cccc1C(=O)NC(=O)COC(=O)c1cc(Cl)ccc1[N+](=O)[O-]	3	-0.7	0	-6	-19	97	2	-2	0	17
COc1ccc2cc(CCl)c(Cl)nc2c1	1	-0.9	-9	-6	8	95	1	2	-6	8
CC/C(=N\NC(=O)C(N)=O)c1ccccc1O	7	1.5	8	0	-10	92	1	7	8	-5
O=C(Nc1ccc2c(c1)OCO2)c1ccc2sc([C@H]3C[C@H](O)[C@@H](CO)O3)nc2c1	13	-1.0	7	-2	-84	101	-1	nt	3	2
COc1ccc(-c2cc(C(=O)N3CCCC(C(F)(F)F)C3)c3ccccc3n2)cc1 (centres undefined)	-6	-0.9	4	-6	2	95	-3	-9	-8	8
O=C(CSc1nccc(=O)[nH]1)NCc1ccco1	-1	-1.5	-4	-6	-26	102	2	3	-3	0

Single records, from the list above. Order of values: HTR2A ag	MC4R ag barr	ABHD5 PLIN5 PPI	NOD2 RIPK2 PPI	NCOA2 inhibitor	ABCB6 inh MLPCN	Glyco luc inh	TLR9-MyD88 block	H9c2 protect	MC4R antagonist
COc1ccc2cc(CCl)c(Cl)nc2c1 is entered as 1	-0.9	-9	-6	8	95	1	2	-6	8
CC/C(=N\NC(=O)C(N)=O)c1ccccc1O is entered as 7	1.5	8	0	-10	92	1	7	8	-5

High-throughput results (PubChem)
